M. tuberculosis: growth inhibition of non-replicating M. tuberculosis (AID 488890). Mycobacterium tuberculosis non-replicating, growth inhibition; higher % means a stronger effect. 320,000 compounds, 0.39% hits. inhibition, % at 25 µM; hits with a dose series show IC50 in µM; in the data active means a potency from the dose series; inconclusive means inhibition mostly from about 82% at the one dose, without a potency; inactive means the rest, 99 in 100 with inhibition below about 76%;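 further: plate controls were DMSO cells for no effect and high antibiotic wells for full effect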
VEEV TC-83 Vero: inhibitors of VEEV TC-83 cytopathic effect, confirmation, Vero cells (AID 588727); inhibition, % at 20 µM, or IC50 in µM where a hit was titrated; 350,000 compounds, 0.13% hits; Vero cells, VEEV TC-83 cytopathic effect inhibition; higher % means a stronger effect; in the data active means a potency from the dose series; inconclusive means inhibition mostly from about 14% at the one dose, without a potency; inactive means the rest, 99 in 100 with inhibition below about 12%; further: strong numbers were not always called active
influenza NS1A: NS1A inhibition, H1N1 influenza, cell based functional assay (AID 504329). inhibition, % at 12.5 µM; hits with a dose series show IC50 in µM. NS1A functional cell-based assay, percent inhibition; higher % means a stronger effect. 340,000 compounds, 0.3% hits; in the data active means a potency from the dose series; inconclusive means inhibition above about 27% without an active follow-up result; further: strong numbers were not always called active
M. tuberculosis HTS: M. tuberculosis growth inhibition, HTS (AID 449762). M. tuberculosis H37Rv growth inhibition, 7H9 media; higher % means a stronger effect. inhibition, % at 25 µM; hits with a dose series show IC50 in µM. 330,000 compounds, 0.59% hits; in the data active means a potency from the dose series; inconclusive means inhibition above about 70% without an active follow-up result;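 further: bacterial growth assessed after seven days of incubation; strong numbers were not always called active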
PhoP GFP inhibition: PhoP regulon inhibitors, Salmonella typhi PhoP promoter GFP reporter, confirmatory (AID 1850) | Salmonella Typhi PhoP-promoter GFP reporter, fluorescence, 4 h; higher % means a stronger effect | inhibition, % at 50 µM; hits with a dose series show IC50 in µM | 310,000 compounds, 0.33% hits; in the data active means a potency from the dose series; inconclusive means inhibition mostly from about 25% at the one dose, without a potency; inactive means the rest, 99 in 100 with inhibition below about 19%;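 further: 0% = induced wells with vehicle and 100% = uninduced wells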
VEEV TC-83 Vero 10K pilot screen: further read-out of VEEV TC-83 Vero, marked with its call; inhibition, %; measured here: 10K pilot screen inhibition
An asterisk follows results filed as active; i = inactive; ? = inconclusive; / = not tested or not shown; & = joins results of further samples. An unsorted share of the library. Share with any hit: about 1.5%.

SMILES	M. tuberculosis	VEEV TC-83 Vero	influenza NS1A	M. tuberculosis HTS	PhoP GFP inhibition	others
COc1cc2c(cc1OC)C1[C@H]3C(=CC[C@H]1OC2O)CCN3C (some centres not stated)	12%	i	3%	4%	/	VEEV TC-83 Vero 10K pilot screen=0.0
COc1ccc2[nH]cc(CC(=O)O)c2c1	3%	1.9%	-11%	-6%	31%
CCC(NCc1cccnc1)c1ccc(OC)c(OC)c1 (configuration not stated)	/	0.1%	-2%	/	/
Cc1ccccc1NC(=O)Cc1nc(COC(=O)Cc2ccccc2)cs1	-2%	i	2%	-12%	/
Cc1cc(C)c2cc(C#N)c(NCCCNC(=O)CCC(=O)O)nc2c1	0%	2.4%	-2%	-13%	-1%	VEEV TC-83 Vero 10K pilot screen=1.0
Cc1cccc(C(=O)NNC(=S)NC(=O)c2cccs2)c1	?	24µM*	10%	?	66µM*
COc1ccccc1CNC(=O)COC(=O)c1ccc(Cl)c(N)c1	3%	1.2%	5%	3%	5%
O=C(C1Cc2ccccc2CN1S(=O)(=O)c1ccc(F)cc1)N1CCOCC1 (configuration not stated)	7%	i	-12%	2%	2%
Cc1ccc(C(=O)NC(=S)Nc2ccc3[nH]c(=O)[nH]c3c2)cc1	16%	0.2%	1%	-11%	-2%
CCOc1ccccc1N(CC(=O)Nc1ccc(OC)c(OC)c1)S(=O)(=O)c1ccccc1	4%	0.7%	-2%	0%	-3%
COC(=O)CC(CP(=O)(O)CN(C)C=O)C(=O)OC (configuration not stated)	-6%	1.6%	-17%	6%	-17%
Nn1cnc2sc3c(c2c1=O)CCC3	-10%	3.4%	-4%	4%	8%
CC(=O)C(Sc1nnnn1-c1ccccc1)C(C)=O	-4%	0.2%	-1%	1%	5%
COc1ccc(/C=N/NC(=O)CN2CCS(=O)(=O)CC2)cc1	-13%	0.0%	-1%	-6%	-3%
Cc1ccsc1/C=N/NC(=O)c1ccc2nc[nH]c2c1	-8%	0.6%	-3%	-2%	0%
CCn1c(C(=O)N2CCC(C(=O)NCc3ccc4c(c3)OCO4)CC2)cc2sccc21	/	7.6%	0%	/	/
COc1cc(/C=N/n2cnnc2)ccc1OS(=O)(=O)c1ccccc1[N+](=O)[O-]	7%	0.9%	-8%	0%	-11%
Cc1ccc(S(=O)(=O)c2nc(-c3ccccc3)oc2N2CCC(C(N)=O)CC2)cc1	7%	6.5%	-3%	1%	-3%
CC(C)=C(NC(=O)c1ccccc1)C(=O)NC(Cc1ccccc1)C(=O)O (configuration not stated)	-7%	i	-1%	2%	-7%
Cc1cc(Nc2cc(F)ccc2C)n2nc(C)nc2n1	-25%	0.6%	-4%	1%	-5%
O=C(NNC(=O)c1ccc(Br)s1)c1csc(N2CCOCC2)n1	7%	0.7%	-9%	-7%	/
CCN(CC)CCNc1nc2ccccc2n1C	-13%	0.8%	1%	-4%	-11%
Cc1ccc(N(C)S(=O)(=O)c2cccc(C(=O)Oc3ccc4c(C)cc(=O)oc4c3)c2)cc1	68%	4.0%	-4%	-6%	-4%
NC(N)=Nc1nc(CSCC/C(N)=N/S(N)(=O)=O)cs1	0%	2.2%	-2%	8%	3%
COc1ccc(CCNC(=O)CN2C(=O)CCSc3ccccc32)c(OC)c1	5%	0.4%	-4%	1%	3%
CCN(CC(=O)Nc1ccc(Br)cc1)CC(=O)Nc1cc(C)on1	/	2.8%	12%	/	/
Cc1nnsc1Sc1ccccc1C(=O)O	5%	0.2%	0%	2%	-18%
C/C(=N\NC(=O)c1ccc(OC2OCCOC2Oc2ccc(C(=O)N/N=C(\C)c3ccncc3)cc2)cc1)c1ccncc1 (configuration not stated)	4%	2.3%	21%	-5%	-3%
CCN1C[C@@H]2[C@@H]3C(=O)N(C)C(=O)[C@@H]3[C@](CC)(C1=O)N2C(=O)c1ccc(C)cc1	/	0.9%	-8%	/	/
COCCN(C(=O)Cc1cccs1)C(C(=O)NCc1ccc(OC)cc1)c1ccc(C)cc1 (configuration not stated)	23%	0.6%	0%	-4%	-22%
CCCCn1c(-c2ccc(OC(F)F)cc2)nc2c1c(=O)[nH]c(=O)n2CC(C)C	-15%	0.3%	5%	-1%	-7%
O=C(C1=C(O)C(=O)N(CCN2CCOCC2)C1c1ccncc1)c1ccco1 (configuration not stated)	6%	1.1%	1%	-7%	4%
COc1cc(S(=O)(=O)Nc2ccccc2C(=O)N2CCCC2)ccc1NC(C)=O	/	0.6%	-8%	/	/
COCc1ccc2oc(C(=O)O)cc2c1	7%	i	2%	2%	3%
COc1ccc(C(=O)C2CCCN(C(=O)c3ccc(CSC)o3)C2)cc1F (configuration not stated)	i	1.8%	2%	1%	-4%
Cc1ccc(S(=O)(=O)N2[C@@H](c3ccccc3F)C(C(=O)O)=CC[C@H]2c2cccc(Cl)c2)cc1	34%	0.5%	4%	10%	-4%
O=C(N/N=C/c1cnc2ccccc2n1)c1cccc(F)c1	-20%	2.9%	-3%	-4%	-13%
O=C(COc1ncnc2sccc12)N1CCN(S(=O)(=O)c2ccc(Cl)cc2)CC1	24%	i	-1%	-5%	-7%
CC(=O)Nc1sc(C)c(C)c1C(=O)OC1CCOC1=O (configuration not stated)	-3%	i	0%	-8%	-7%
COc1ccc(N2CCN(C(=O)CCc3ccc(S(=O)(=O)NC(C)(C)C)cc3)CC2)cc1	4%	0.6%	5%	-2%	9%

A portion taken from the entries so far, as a working copy:
SMILES	M. tuberculosis	VEEV TC-83 Vero	influenza NS1A	M. tuberculosis HTS	PhoP GFP inhibition	others
CC(=O)Nc1sc(C)c(C)c1C(=O)OC1CCOC1=O (configuration not stated)	-3%	i	0%	-8%	-7%
COc1ccc(N2CCN(C(=O)CCc3ccc(S(=O)(=O)NC(C)(C)C)cc3)CC2)cc1	4%	0.6%	5%	-2%	9%

(cont.)
SMILES	M. tuberculosis	VEEV TC-83 Vero	influenza NS1A	M. tuberculosis HTS	PhoP GFP inhibition	others
COCCN1C=C(C(=O)OC)C(c2ccc3c(c2)OCO3)C(C(=O)OC)=C1	14%	i	-3%	1%	4%
COC(=O)c1c(C)[nH]c(C(=O)NCCc2ccc(S(N)(=O)=O)cc2)c1C	-13%	3.9%	-5%	8%	9%
CCC(=O)N(Cc1cc2cc(OC)ccc2[nH]c1=O)c1ccc(C)cc1	7%	i	0%	0%	3%
CS(=O)(=O)c1ccc(Sc2nc3ccccc3[nH]2)c([N+](=O)[O-])c1	35%	i	3%	0%	-6%
Cc1ccccc1OCCC(=O)Nc1ccc(S(=O)(=O)N(C)C2CCN(C)CC2)cc1	-3%	1.1%	0%	-8%	6%
COCC(=O)NC1CCN(CC(=O)Nc2ccccc2[N+](=O)[O-])CC1	11%	0.1%	-2%	7%	-9%
O=C(Cc1cc(=O)[nH][nH]1)N/N=C/C(Cl)=C/c1ccccc1	1%&-4%	i	-6%&-8%	4%&2%	-2%&-4%
O=C(Cc1ccccc1)N/N=C/c1ccc([N+](=O)[O-])s1	i	2.7%	14%	?	-8%
C[C@H](Cc1ccccc1)Nc1ncnc2c1ncn2[C@@H]1O[C@H](CO)[C@@H](O)[C@H]1O	-11%	0.7%	-1%	-5%	1%
O=c1c2ccccc2nnn1CSc1nnc(-c2ccco2)o1	30%	1.2%	-6%	1%	1%
Cc1cc(C)cc(NC(=O)CSCc2cnn(-c3ccccc3)c2-n2cccc2)c1	39%	9.0%	8%	-4%	-4%
CC(=O)N1CCc2cc(S(=O)(=O)C(C)CC(=O)Nc3ccc(OC(F)(F)F)cc3)ccc21 (configuration not stated)	27%	4.9%	-5%	9%	3%
COc1ccc(-c2cc3ccc(OC)cc3cn2)cc1	31%	1.3%	-5%	2%	/
CCN1CCN(c2nc(-c3ccc(F)cc3)cc(=O)[nH]2)CC1	-10%	0.1%	-3%	-5%	-5%
CCCc1nc(SCC(=O)Nc2nccs2)c2ccccc2n1	-6%	1.9%	11%	6%	-1%
CC(C)(C)C(O)C(Oc1ccc(Cl)cc1)n1cncn1 (configuration not stated)	14%	0.2%	-2%	5%	11%
COc1ccc(C(CNC(=O)CN(C)S(=O)(=O)c2ccc(C)cc2)N2CCCC2)cc1 (configuration not stated)	6%	0.4%	-3%	-1%	/
CC(C)(C)c1cc(CCC(=O)NNC(=O)c2ccncc2)cc(C(C)(C)C)c1O	33%	0.1%	7%	-14%	/
CCOc1ncccc1C(=O)NCCN1C(=O)S/C(=C/c2cccs2)C1=O	-11%	0.8%	12%	3%	-3%
COCCN(C(=O)COC(=O)C1CC1C)c1c(N)n(Cc2ccccc2)c(=O)[nH]c1=O (configuration not stated)	-3%	0.1%	-7%	-2%	-3%

Compounds from the list above with fluorine (8):
SMILES	M. tuberculosis	VEEV TC-83 Vero	influenza NS1A	M. tuberculosis HTS	PhoP GFP inhibition	others
O=C(C1Cc2ccccc2CN1S(=O)(=O)c1ccc(F)cc1)N1CCOCC1 (configuration not stated)	7%	i	-12%	2%	2%
Cc1cc(Nc2cc(F)ccc2C)n2nc(C)nc2n1	-25%	0.6%	-4%	1%	-5%
CCCCn1c(-c2ccc(OC(F)F)cc2)nc2c1c(=O)[nH]c(=O)n2CC(C)C	-15%	0.3%	5%	-1%	-7%
COc1ccc(C(=O)C2CCCN(C(=O)c3ccc(CSC)o3)C2)cc1F (configuration not stated)	i	1.8%	2%	1%	-4%
Cc1ccc(S(=O)(=O)N2[C@@H](c3ccccc3F)C(C(=O)O)=CC[C@H]2c2cccc(Cl)c2)cc1	34%	0.5%	4%	10%	-4%
O=C(N/N=C/c1cnc2ccccc2n1)c1cccc(F)c1	-20%	2.9%	-3%	-4%	-13%
CC(=O)N1CCc2cc(S(=O)(=O)C(C)CC(=O)Nc3ccc(OC(F)(F)F)cc3)ccc21 (configuration not stated)	27%	4.9%	-5%	9%	3%
CCN1CCN(c2nc(-c3ccc(F)cc3)cc(=O)[nH]2)CC1	-10%	0.1%	-3%	-5%	-5%

An excerpt from above in order of molar mass, falling:
SMILES	M. tuberculosis	VEEV TC-83 Vero	influenza NS1A	M. tuberculosis HTS	PhoP GFP inhibition	others
CC(C)(C)c1cc(CCC(=O)NNC(=O)c2ccncc2)cc(C(C)(C)C)c1O	33%	0.1%	7%	-14%	/
O=c1c2ccccc2nnn1CSc1nnc(-c2ccco2)o1	30%	1.2%	-6%	1%	1%
Nn1cnc2sc3c(c2c1=O)CCC3	-10%	3.4%	-4%	4%	8%

The results go on.
SMILES	M. tuberculosis	VEEV TC-83 Vero	influenza NS1A	M. tuberculosis HTS	PhoP GFP inhibition	others
NC(=O)c1ccsc1NC(=O)COC(=O)c1ccc(Cl)c(N)c1	0%	8.5%	2%	41%	2%
Cc1cc(-c2ccc(C)c(S(=O)(=O)NCC3CCN(Cc4cccc(F)c4)CC3)c2)on1	70%	1.6%	1%	9%	5%
CC1C=CCC2C(=O)N(c3cc(Cl)ccc3O)C(=O)C12 (configuration not stated)	-6%	0.8%	5%	3%	7%
COC(CN(C)S(=O)(=O)c1cc2c3c(c1)CCC(=O)N3CCC2)OC	2%	i	0%	3%	6%
CCc1n[nH]c(CCN)n1	1%	0.7%	-7%	0%	-4%
O=P(O)(Oc1ccccc1)OC(c1ccccc1)C(F)(F)F (configuration not stated)	9%	i	4%	8%	-9%
c1ccc(Oc2ccccn2)cc1	/	2.7%	6%	/	/
O=C(Nc1cnc2ccccn2c1=O)c1ccc(Cl)cc1	4%	4.1%	6%	-12%	4%
NC(Cc1c[nH]c2ccccc12)C(=O)NCc1ccco1 (configuration not stated)	5%	1.1%	-5%	5%	-1%
CC(CCc1ccccc1)NC(=O)CN1CCN(c2ccc(O)cc2)CC1 (configuration not stated)	19%	1.4%	3%	-1%	-2%
Cc1cc(NC(=O)NC2(C(F)(F)F)Oc3ccc(Cl)cc3O2)no1 (configuration not stated)	?	i	7%	?	1%	VEEV TC-83 Vero 10K pilot screen=0.0
N/C(=N\OC(=O)c1cccc2ccccc12)c1cccnc1	81%	5.5%	1%	1%	-3%
CCOC(=O)N1CCN(C(=O)c2ccc([N+](=O)[O-])cc2Cl)CC1	-1%	0.6%	-10%	1%	-10%
COc1ccccc1C(=O)NNC(=S)Nc1ccccc1	/	1.9%	-11%	/	/
COc1cccc(-c2cccc(NC(=O)C3CCN(CC4CCOC4)CC3)c2)c1 (configuration not stated)	10%	4.4%	5%	6%	-1%
Cc1ccc(SCC(=O)c2c(C)nc3ccccn23)cc1	51%	0.8%	2%	6%	8%
Cn1nnc(-c2ccc(OCc3ccccc3F)cc2)n1	22%	i	-10%	-2%	-1%
CC/C(=N\n1nnnc1Nc1ccccc1)c1ccccc1	-4%	1.6%	1%	-1%	-5%

High-throughput results (PubChem BioAssay)
